# Bioassay records (PubChem)
# PKM2 act – qHTS Assay for Activators of Human Muscle isoform 2 Pyruvate Kinase; Pyruvate kinase PKM (Homo sapiens), P14618; purified PKM2, Kinase-Glo ATP luminescence, activation; response scale: 0% is enzyme alone, no compound; Potency, µM (highest dose often 57.5 µM), for inactives: at the top dose activation, actives largely listed as activators; hit rate 0.34% among 260,000; AID 1631, 2009; also: potency is read from the fitted curve at half-maximal effect; % is scaled to controls: 0 for no effect and ±100 for the full control effect; nearly all actives have a fitted effect of over 55% in size
# Target sequence (P14618 whole entry, looked up, canonical isoform): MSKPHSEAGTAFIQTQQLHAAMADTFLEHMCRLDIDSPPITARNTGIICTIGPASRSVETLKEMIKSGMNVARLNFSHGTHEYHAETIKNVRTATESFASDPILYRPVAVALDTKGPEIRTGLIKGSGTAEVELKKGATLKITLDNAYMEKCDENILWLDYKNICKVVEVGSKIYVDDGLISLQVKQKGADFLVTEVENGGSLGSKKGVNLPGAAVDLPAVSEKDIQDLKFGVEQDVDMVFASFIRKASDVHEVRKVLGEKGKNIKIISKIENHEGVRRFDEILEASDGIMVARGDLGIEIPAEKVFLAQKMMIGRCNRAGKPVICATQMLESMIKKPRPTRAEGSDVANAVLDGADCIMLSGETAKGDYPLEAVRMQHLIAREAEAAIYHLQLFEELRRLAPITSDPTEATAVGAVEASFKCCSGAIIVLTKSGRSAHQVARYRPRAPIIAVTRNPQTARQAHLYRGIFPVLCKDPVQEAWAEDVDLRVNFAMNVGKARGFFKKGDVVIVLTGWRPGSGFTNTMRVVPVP
#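 hPK-M2, >95% pure; 0.1 mM ADP / 0.5 mM PEP final; imidazole pH7.2 buffer w/ 7 mM MgCl2, 50 mM KCl; 1 h RT; Kinase-Glo lum. Intermediate enzyme activity for dual inhibitor/activator qHTS.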
# NPC1 promoter act – qHTS Assay for NPC1 Promoter Activators; Huh7 NPC1 promoter luciferase reporter, 24 h; Potency, µM (titrated, usually from 9.22 µM), inactives show at the highest dose activation, usual class: activators; hit rate 2.4% among 320,000; AID 485313, 2010;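 also: potency is read from the fitted curve at half-maximal effect; % of control where 0% means no effect; nearly all actives have a fitted effect of over 60% in size; reporter is driven by a mutant NPC1 promoter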
#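 Luminescence read-out of NPC1 promoter-driven luciferase in stably transfected Huh7 cells; compounds delivered in DMSO and left 24 h at 37C, 5% CO2, qHTS titration format.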
# VP16 counter – VP16 counterscreen qHTS for inhibitors of ROR gamma transcriptional activity; Drosophila S2 Gal4-VP16 UAS-luciferase, luminescence, 20 h; Potency, µM (doses to about 53.6 µM), for inactives: at the highest dose activity, negative = inhibition, usual class: inhibitors; hit rate 3.5% among 310,000; AID 2546, 2010;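 also: Gal4-VP16 expression switched on by copper sulfate through the metallothionein promoter; potency is read from the fitted curve at half-maximal effect; % is scaled to controls: 0 for no effect and ±100 for the full control effect; nearly all actives have a fitted effect of over 50% in size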
# FLuc modulator – qHTS profiling assay for firefly luciferase inhibitor/activator using purifed enzyme and Km concentrations of substrates (counterscreen for miR-21 project). Luciferin 4-monooxygenase (Photinus pyralis), P08659. purified FLuc, Km substrates, luminescence inhibition. Potency, µM (titrated, usually from 57.5 µM), for the others: top-dose activity change, negative = inhibition, most hits filed as inhibitors. hit rate 6.9% among 360,000;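 also: potency is read from the fitted curve at half-maximal effect; plate controls were vehicle for no effect and reference inhibitor for full effect; nearly all actives have a fitted effect of over 55% in size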
# Target sequence (P08659 whole entry, looked up): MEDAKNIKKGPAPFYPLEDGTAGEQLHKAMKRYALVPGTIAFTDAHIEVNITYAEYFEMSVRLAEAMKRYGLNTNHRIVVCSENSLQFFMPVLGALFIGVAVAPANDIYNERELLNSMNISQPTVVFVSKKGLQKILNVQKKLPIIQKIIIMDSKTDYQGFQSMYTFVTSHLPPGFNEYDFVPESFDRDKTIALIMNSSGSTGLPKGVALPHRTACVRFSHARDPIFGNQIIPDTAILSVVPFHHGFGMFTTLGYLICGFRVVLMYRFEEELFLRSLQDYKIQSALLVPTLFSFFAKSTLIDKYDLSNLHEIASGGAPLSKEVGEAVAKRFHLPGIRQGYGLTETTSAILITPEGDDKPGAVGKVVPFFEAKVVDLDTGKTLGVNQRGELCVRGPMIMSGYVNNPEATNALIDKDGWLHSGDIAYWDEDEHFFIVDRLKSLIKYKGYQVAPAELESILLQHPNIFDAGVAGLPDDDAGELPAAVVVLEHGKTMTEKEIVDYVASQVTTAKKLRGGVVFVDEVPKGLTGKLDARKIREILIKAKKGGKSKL
#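 Biochemical qHTS of compounds, final roughly 60 µM downward over six points, against 10 nM purified firefly luciferase using Km concentrations of substrates (10 uM D-luciferin, 10 uM ATP) in Tris acetate pH 7.5 buffer; luminescence output.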
# BRCA1 expr act – qHTS Assay to Identify Small Molecule Activators of BRCA1 Expression | hit rate 1.1% among 380,000 | MCF7-BRCA1-FFLuc reporter, luminescence, 48 h; response scale: scaled: vehicle 0%, 10 µM genistein 100% | Potency, µM (series often up to 46.1 µM), without a hit: at the top dose activation, hits mostly activators; also: potency is read from the fitted curve at half-maximal effect; nearly all actives have a fitted effect of over 80% in size; some results filed as inactive show a strong effect at the top dose
#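 Cells: MCF7-BRCA1-FFLuc, 2000/well. Exposure: 48 h, 37 °C, 5% CO2. Read: luminescence, 15 min post-substrate. Controls: genistein 10 microM (maximal activation), DMSO (neutral).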
# Giardia killer – Small Molecules that selectively kill Giardia lamblia: qHTS. Giardia lamblia trophozoite viability. activity change, % at 7.66 µM, hits read low. hit rate 0.15% among 340,000; in the data active = activity change below about -80%; inconclusive = between about -30% and that limit;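 also: parasites exposed to compound for two days anaerobically before the ATP read; % is scaled to controls: 0 for no effect and ±100 for the full control effect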
#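 Luminescent ATP signal served as the viability read-out, measured 15-30 min after adding ATP detection reagent to trophozoites that had been incubated with compounds for 48 hrs at 37 deg C anaerobically at 100 cells/well.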
# ELG1 genotox – qHTS screen for small molecules that induce genotoxicity in human embryonic kidney (HEK293T) cells expressing luciferase-tagged ELG1; HEK293T ELG1-luciferase reporter, luminescence, 16 h; Potency, µM (doses to about 46 µM), for the others: top-dose activity change, positive = activation, hits mostly activators; hit rate 1.3% among 330,000; AID 504466, 2011; also: potency is read from the fitted curve at half-maximal effect; % of control where 0% means no effect; nearly all actives have a fitted effect of over 60% in size
#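 ELG1-luciferase HEK293T cells, 2,000/well; compound pinned in; 16 hr, 37 °C, 5% CO2; ONE-Glo, 30 min RT; luminescence on CCD imager.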
# Rab9 prom act – qHTS Assay for Rab9 Promoter Activators; hit rate 2.8% among 320,000; Huh7 Rab9 promoter-luciferase reporter, luminescence, 24 h; Potency, µM (doses to about 9.22 µM), without a hit: at the highest dose activation, negative = inhibition, most hits filed as activators; also: potency is read from the fitted curve at half-maximal effect; % of control where 0% means no effect; nearly all actives have a fitted effect of over 60% in size
#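 Stable Rab9-luc Huh7, 1500 cells/well, 2 h settle; cmpd in DMSO, 24 h, 37 °C/5% CO2; luciferase reagent 10 min RT; luminescence.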
# p53 reactivation – qHTS assay for re-activators of p53 using a Luc reporter. H1299 p53-A138V BP100-luciferase reporter, luminescence, 24 h. hit rate 0.063% among 320,000. Potency, µM (highest dose often 92.2 µM), for inactives: at the highest dose activity change, positive = activation, usual class: activators. AID 504706, 2011; also: potency is read from the fitted curve at half-maximal effect; % of control where 0% means no effect; nearly all actives have a fitted effect of over 45% in size
#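 H1299 (p53-null), stable ts p53-A138V + BP100-Luc; 1000 cells/well, Opti-MEM/10% FBS; cpd 4 pt, 1:5; 24 h, 37 deg C, 5% CO2; detection reagent 10 min RT; luminescence.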
# RORg inh – qHTS for inhibitors of ROR gamma transcriptional activity; Drosophila S2 Gal4-RORgamma UAS-luciferase reporter, 20 h; hit rate 5.4% among 310,000; Potency, µM (top dose mostly 53.6 µM), inactives show at the top dose activity change, negative = inhibition, most hits filed as inhibitors; AID 2551, 2010; Nuclear receptor ROR-gamma (Mus musculus), P51450; also: potency is read from the fitted curve at half-maximal effect; % is scaled to controls: 0 for no effect and ±100 for the full control effect; nearly all actives have a fitted effect of over 60% in size
#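 Stable Schneider cell line, Gal4 DNA-binding domain fused to ROR gamma, UAS-luciferase. Cmpd 1 hr RT → CuSO4 700 uM final → 20 hr RT → luciferase reagent 10 min → luminescence.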
# Menin-MLL TR inh – qHTS Assay for Inhibitors Targeting the Menin-MLL Interaction in MLL Related Leukemias: Competition With Texas Red Labeled MLL-derived Mutant Peptide; O00255; Menin + Texas Red MLL mutant peptide, fluorescence polarization; Potency, µM (series often up to 61.6 µM), inactives show at the top dose FP activity change, negative = inhibition, most hits filed as inhibitors; hit rate 0.23% among 270,000; AID 1768, 2009; active = well fitted inhibition curve with a large enough effect in the polarisation, with a control signal flat, not every such curve was filed as active; inconclusive = small, poorly fitted or top-dose-only effect, or effect the other way, or a change in a side signal; inactive = no such curve, though single readings can be large or run the other way; the % refers to the polarisation; also: potency is read from the fitted curve at half-maximal effect; % of control where 0% means no effect; many of its hits are not listed in these tables
# Numbers without * were called inactive; ? = inconclusive; · = no result given; & = joins results of further samples; [ ] = another dose, or the depositor's remark. Unless noted, calls follow the shape of the dose curve; as a rule, active = well fitted curve in the direction sought with a large enough effect; inconclusive = small, poorly fitted or top-dose-only effect, or another doubt; inactive = no such curve, though single readings can be large; an effect the other way counts as inactive or inconclusive. Not all compounds are listed; count on the stated rates, not on these rows.
SMILES,PKM2 act,NPC1 promoter act,VP16 counter,FLuc modulator,BRCA1 expr act,Giardia killer,ELG1 genotox,Rab9 prom act,p53 reactivation,RORg inh,Menin-MLL TR inh
CC1(c2ccccc2Cl)NC(=O)N(CC(=O)NCc2ccco2)C1=O (configuration not stated),0%,0%,-5%,-2%,-2%,-9,9%,4%,-1%,-2%,1%
COc1ccc(S(=O)(=O)N2CCN(C(=O)c3cccnc3)CC2)cc1OC,-5%,-3%,-2%,5%,-1%,12,-4%,3%,·,-40%[1.91 µM],0%
CN(C)S(=O)(=O)N(CC(=O)Nc1ccccc1F)c1ccccc1,0%,0%,1%,-1%,3%,4,-1%,-2%,-4%,6%,2%
Cc1ccc(O)c(-c2cc(C(=O)Nc3c(C)n(C)n(-c4ccccc4)c3=O)[nH]n2)c1,-1%,-2%,-9%,-10%,1%,3,-2%,-3%,8%,-8%,6%
Cc1csc(Sc2nc3c(c(=O)[nH]c(=O)n3C)n2Cc2ccccc2Cl)n1,1%,1%,9%,-2%,4%,3,0%,0%,-4%,?,-2%
Cc1c(NC(=O)C(C)NCC2CCCO2)c(=O)n(-c2ccccc2)n1C (configuration not stated),-1%,-5%,1%,2%,-2%,-3,0%,-4%,21%,20%,15%
Nc1cc(S(=O)(=O)N2CCOCC2)ccc1Oc1cccc(Br)c1,·,2%,·,7%,-48%,18,0%,-19%,-3%,·,·
Cc1ccc(-n2cccc2C(=O)NS(=O)(=O)c2ccc(C)cc2)cc1,21%,0%,4%,-4%,2%,10,3%,2%,0%,18%,·
COc1ccc(O[C@@H]2O[C@H](COC(C)=O)[C@@H](OC(C)=O)[C@H](OC(C)=O)[C@H]2NC(C)=O)cc1,-5%,-3%,-14%,3%,-3%,-10,0%,-1%,-5%,1%,12%
Cc1nc(S(=O)(=O)Cc2ccc(Cl)cc2)nc2c1CCC2,7%,-4%,-4%[10 µM],-2%,5%,0,-3%,-29%,10%,4%,42%[activator]
Cc1c2cnn(-c3ccccc3)c(=O)c2c(C)n1CCCC(=O)N1CCN(c2ncccn2)CC1,5%,-1%,-15%,-1%,-37%,5,-8%,-7%,-4%,1%,-13%
Nc1nc(Nc2ccccc2F)nc(NCc2ccco2)c1[N+](=O)[O-],4%,4%,?,-14%,0%,-6,8%,2%,-2%,?,·
CCOC(=O)C1(CCCc2ccccc2)CCN(C(=O)CCC2=NNC(=O)CC2)CC1,7%,-1%,9%,-9%,2%,-21,-3%,9%,1%,31%,-19%
Cc1cc2nc(-c3ccc4c(c3)CCC4)ccn2n1,-5%,0%,0%,?,35%,-9,7%,19%,3%,17%,1%
COc1ccc(OCc2cc(C(=O)N(C)C(C)c3ccon3)no2)c(Cl)c1 (configuration not stated),-8%,?,23%,13µM*,91%,5,?,2.5µM*,6%,?,·
Cc1cc(NC(=O)COC(=O)CC2CCCC2)c([N+](=O)[O-])cc1C,6%,-3%,-1%,3%,4%,-28,-2%,4%,12%,3%,·
CCCCSc1nnc(-c2ccccc2)c2ccccc12,-12%,-1%,13µM*,?,-32%,-3,-3%,-3%,-10%,70%,8%
Cc1ccc(NC(=O)CCC(=O)NCCO)cc1,2%,-1%,-1%,7%,2%,1,1%,-3%,-2%,-8%,12%
OCC1OC(n2cnc3c(NCc4ccco4)ncnc32)C(O)C1O (configuration not stated),·,·,-7%,·,-90%&-67%,14&-19,·,·,·,0%,-12%
O=C(CSc1n[nH]c(-c2ccncc2)n1)Nc1ccc(Cl)c(C(=O)O)c1,·,2%,-11%,?,0%,13,1%,3%,-3%,-4%,-17%
COCCSc1ccccc1C(=O)N1CCN(c2ccccc2)CC1,-1%,0%,21%,-2%,-1%,-16,-5%,-3%,5%,8%,-15%
CCCCC(=O)Nc1ccc(C)c(O)c1,2%,0%,0%,-15%,31%,5,7%,3%,0%,33%,-8%
Cn1c(C(=O)O)ccc1S(=O)(=O)N(Cc1ccccc1)Cc1ccccc1,-5%,-3%,8%,0%,-10%,11,-2%,-4%,-2%,12%,·
COC(=O)C1=COC(OC2OC(CO)C(O)C(O)C2O)C2C1C=CC2(O)CO (configuration not stated),14%,-1%,0%,-2%,-3%,-12,0%,-1%,2%,26%,·
O=C(c1cc2c(s1)-c1ccccc1OC2)N1CCc2ccccc2C1,-17%,11%,-3%,?,?,-2,17%,21%,21%,?,8%
COc1cccc(C2CC(c3c(-c4ccccc4)c4cc(Cl)ccc4[nH]c3=O)=NN2S(C)(=O)=O)c1OC (configuration not stated),6%,0%,?,3%,-92%,-4,-17%,-16%,-7%,-19%,2%
Cc1cccc(OCCSc2nc3ncnc(N)c3[nH]2)c1,-9%,0%,-2%,-11%,0%,17,10%,0%,1%,18%,23%
CCCCOc1ccc(-c2ncc(C(=O)OCC)c(N)n2)cc1,-7%,?,13%,2.7µM*,0%,-3,10µM*,?,?,49%,15%
O=C(NC(Cc1c[nH]c2ccccc12)C(=O)N/N=C/c1ccc(Br)cc1)c1cccs1 (configuration not stated),-1%,-9%,-2%,4%,-84%[inhibitor],3,-8%,-5%,6%,?,?
Cc1nn(-c2ccc(F)cc2)c(Cl)c1/C=N/NC(=O)c1ccc(O)cc1,1%,2%,2.2µM*,19µM*,1%,3,-3%,0%,0%,?,25%
CCN(CC(=O)Nc1cccc(OC)c1)C(=O)c1ccco1,·,7%,-26%,-2%,-6%,-1,-2%,0%,1%,-10%,-9%
COc1ccccc1N1CC(C(=O)Nc2cccc(C(=O)O)c2)CC1=O (configuration not stated),-7%,1%,-4%,6%,-3%,-5,-1%,-8%,15%,0%,28%
Cc1cccc(C(=O)Nc2nnc(SCC(=O)NC3CC3)s2)c1,-7%,?,22%,19µM*,44%,6,?,?,21%,7%,-15%
COc1ccc(S(=O)(=O)NCC2CCCN(Cc3ccc(C)o3)C2)cc1 (configuration not stated),-24%,2%,3%,-2%,0%,15,1%,1%,-1%,-6%,?
O=[N+]([O-])c1ccc(N2CCN(c3ccc(F)cc3)CC2)cc1,·,-2%,-13%,-3%,6%,-21,-2%,0%,7%,7%,16%
Cc1nc([N+](=O)[O-])c(Sc2nc3ccccc3n2C)n1Cc1ccccc1,-1%,-3%,?,-7%,-66%,3,-10%,-9%,-11%,?,-4%

# Sorted by value in PKM2 act (smallest number first): some entries from above
SMILES	PKM2 act	NPC1 promoter act	BRCA1 expr act	Rab9 prom act	p53 reactivation	RORg inh	Menin-MLL TR inh
COc1ccc(S(=O)(=O)NCC2CCCN(Cc3ccc(C)o3)C2)cc1 (configuration not stated)	-24%	2%	0%	1%	-1%	-6%	?
COc1ccccc1N1CC(C(=O)Nc2cccc(C(=O)O)c2)CC1=O (configuration not stated)	-7%	1%	-3%	-8%	15%	0%	28%
O=C(NC(Cc1c[nH]c2ccccc12)C(=O)N/N=C/c1ccc(Br)cc1)c1cccs1 (configuration not stated)	-1%	-9%	-84%[inhibitor]	-5%	6%	?	?

# Results in Rab9 prom act and PKM2 act, for 5 of the compounds above:
molecule,Rab9 prom act,PKM2 act
COc1cccc(C2CC(c3c(-c4ccccc4)c4cc(Cl)ccc4[nH]c3=O)=NN2S(C)(=O)=O)c1OC (configuration not stated),-16%,6%
Cc1cccc(OCCSc2nc3ncnc(N)c3[nH]2)c1,0%,-9%
CCCCOc1ccc(-c2ncc(C(=O)OCC)c(N)n2)cc1,?,-7%
O=C(NC(Cc1c[nH]c2ccccc12)C(=O)N/N=C/c1ccc(Br)cc1)c1cccs1 (configuration not stated),-5%,-1%
Cc1nn(-c2ccc(F)cc2)c(Cl)c1/C=N/NC(=O)c1ccc(O)cc1,0%,1%
